# Assay outcomes: PubChem, several laboratories
# PMI act hi M6P: increases human PMI activity with near-saturating mannose 6-phosphate; P34949; coupled PMI enzyme assay, resazurin fluorescence, 20 min; hits give high values; 1 = untreated enzyme, 0 = substrate-free blank; activation factor at 20 µM; hit rate 0.34% among 190,000; AID 1216;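 active means activation factor of 2 or more at 20 µM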
# Target sequence (P34949 whole entry, looked up): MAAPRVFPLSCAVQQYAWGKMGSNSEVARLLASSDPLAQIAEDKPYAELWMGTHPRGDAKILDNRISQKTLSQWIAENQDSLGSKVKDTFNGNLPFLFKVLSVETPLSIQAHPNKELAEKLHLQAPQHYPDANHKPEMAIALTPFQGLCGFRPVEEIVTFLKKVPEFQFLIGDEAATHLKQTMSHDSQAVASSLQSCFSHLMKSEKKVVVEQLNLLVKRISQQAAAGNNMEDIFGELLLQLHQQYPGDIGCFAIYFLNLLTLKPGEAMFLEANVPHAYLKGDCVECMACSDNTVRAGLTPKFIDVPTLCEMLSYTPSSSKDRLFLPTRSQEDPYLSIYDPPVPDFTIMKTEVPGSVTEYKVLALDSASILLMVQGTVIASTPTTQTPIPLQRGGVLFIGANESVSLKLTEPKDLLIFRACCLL
#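 assay system = human phosphomannose isomerase with PGI, G6PDH, diaphorase coupling enzymes | quantity = 15 ng/mL PMI | incubation = enzyme reaction with compound 20 min at room temperature | medium = HEPES pH 7.4 buffer with MgCl2 and Tween-20 | compound dosing = one concentration, 20 µM, in 1% DMSO | measured by = Diaphorase-driven resazurin-to-resorufin fluorescence, excitation 544, emission 590 nm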
# G6PDH counter: inhibits Leuconostoc G6PDH, flagging false hits in G6PDH-based assays; Purified L. mesenteroides G6PDH, diaphorase/resazurin coupled fluorescence, 45 min; inhibition, % at 5 µM; hit rate 0.12% among 200,000; in the data active means inhibition above about 50%
# PPARg SRC1 recr: agonists of human PPARgamma SRC-1 coactivator recruitment. PPARgamma-SRC-1 coactivator recruitment biochemical assay. P37231. hit rate 0.41% among 200,000. activation, % at 8 µM; in the data active means activation above about 19%;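 further: 0% = DMSO and 100% = reference agonist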
# Target sequence (P37231 whole entry, looked up): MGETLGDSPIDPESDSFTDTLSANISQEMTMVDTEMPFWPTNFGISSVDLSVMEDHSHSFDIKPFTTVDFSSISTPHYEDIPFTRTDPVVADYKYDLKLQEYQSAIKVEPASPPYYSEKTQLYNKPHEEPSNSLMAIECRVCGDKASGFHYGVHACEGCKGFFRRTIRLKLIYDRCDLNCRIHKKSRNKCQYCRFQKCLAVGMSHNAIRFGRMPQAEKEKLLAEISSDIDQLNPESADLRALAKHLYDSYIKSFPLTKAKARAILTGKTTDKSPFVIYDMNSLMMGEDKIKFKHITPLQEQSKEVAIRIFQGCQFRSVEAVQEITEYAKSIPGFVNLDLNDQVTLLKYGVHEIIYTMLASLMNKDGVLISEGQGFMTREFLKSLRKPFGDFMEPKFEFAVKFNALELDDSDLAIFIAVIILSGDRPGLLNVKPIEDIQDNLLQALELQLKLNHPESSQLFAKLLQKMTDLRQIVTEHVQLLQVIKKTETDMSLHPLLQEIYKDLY
# PPARg SRC-2 ag: promotes SRC-2 coactivator recruitment by human PPARgamma; hit rate 0.34% among 200,000; PPARgamma LBD-SRC-2 recruitment, biochemical; P37231; AID 1032; activation, % at 8 µM; in the data active means activation above about 22%;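 further: 0% = vehicle and 100% = reference agonist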
# Diaphorase inh: counter-screen for diaphorase-based assays: diaphorase inhibitors and chemical oxidizers; AID 1217; inhibition, % at 20 µM; hit rate 0.69% among 190,000; diaphorase resazurin-to-resorufin fluorescence, NADH, 16 min; bacterial (C. kluyveri) enzyme, not human;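 active means primary screen inhibition at 20 µM above a set limit, cut at about 50% in these data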;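 further: plate controls were DMSO with full reaction for no effect and wells lacking NADH for full effect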
#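 Detection: fluorescence of resorufin formed from resazurin, Ex 544/Em 590 nm; test system: Clostridium kluyveri diaphorase enzyme; amount: 0.14 U/mL diaphorase, enzyme working solution; times: 16-min room-temperature incubation before reading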
# ROMK mod: modulates human ROMK potassium channel activity; P48048; Tet-inducible ROMK, thallium flux fluorescence; actives lie on both sides; B-score at 10 µM; hit rate 2% among 130,000;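 active means signal ratio slope over the read window, or its plate-corrected B-score, at least 3 SD from the plate mean, either direction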;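 further: B-score of the F/F0 ratio slope over 7 to 12 s after thallium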
# PMI act: activators of human phosphomannose isomerase. hit rate 0.005% among 190,000. purified human PMI, coupled resazurin fluorescence, 20 min; hits give high values; 1 = vehicle control, 0 substrate-free wells. activation factor at 20 µM. AID 1214;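 active means activation factor of 2 or more at 20 µM, relative to plate controls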
# Diaphorase act: activates diaphorase or chemically reduces, flagging diaphorase assay artifacts; Diaphorase/resazurin coupled assay, resorufin fluorescence, 16 min; hits give high values; 1 = vehicle wells, 0 = NADH-free wells; activation factor at 20 µM; AID 1229; hit rate 0.005% among 190,000;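 active means diaphorase activity raised at least twofold by the compound at 20 µM; inactive means activation factor below 2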
#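 Measured by – red resorufin fluorescence at 544/590 nm excitation/emission · Test system – Clostridium kluyveri diaphorase, purified enzyme · Incubation – reaction time 16 min, room temperature · Buffer or medium – 50 mM HEPES pH 7.4 with 4.542 mM MgCl2, 0.005% Tween 20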
# S1P3 antagonist: antagonists of human S1P3 receptor; CHO S1P3 NFAT-BLA reporter, FRET fluorescence, antagonist mode; AID 485; Q99500; inhibition, % at 4.98 µM; hit rate 0.27% among 170,000;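 active means inhibition above the plate cutoff, the mean inhibition of test wells on that plate plus 3 SD, cut at about 28% in these data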;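 further: cells challenged with S1P at its EC80 of 0.8 µM; blue over green emission ratio from cleaved BLA substrate after 4 h stimulation; 0% = S1P-stimulated wells and 100% = unstimulated DMSO-only wells; some compounds past the cut are filed as inactive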
# SRC2 TRFRET art: flags TR-FRET format artefacts in PPARgamma SRC-2 recruitment agonist screen. TR-FRET ratio at 8 µM. hit rate 0.4% among 200,000. TR-FRET artefact counter-screen; hits give high values; in the data active means TR-FRET ratio above about 2000; further: inactives centre near 1500
# PPARg SRC-3 ag: agonists of human PPARgamma SRC-3 coactivator recruitment | P37231 | biochemical PPARgamma/SRC-3 coactivator recruitment assay | activation, % at 8 µM | hit rate 0.26% among 200,000 | AID 731; in the data active means activation above about 23%;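 further: 0% = DMSO and 100% = reference agonist; some compounds past the cut are filed as inactive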
# Active calls of the source: *; nt = no result given. An unsorted share of the library. Share with any hit: about 3.3%.
SMILES,PMI act hi M6P,G6PDH counter,PPARg SRC1 recr,PPARg SRC-2 ag,Diaphorase inh,ROMK mod,PMI act,Diaphorase act,S1P3 antagonist,SRC2 TRFRET art,PPARg SRC-3 ag
COc1ccc(C/C(C)=N/NC(=O)c2ccc(Cl)cc2)cc1,1.1,16,7,4,-4,-1.3,1.2,1,-1,1706,6
O=C(NCCc1ccccc1)C1CCN(S(=O)(=O)c2ccc(-n3cnnn3)cc2)CC1,1,1,6,13,8,nt,1.1,0.9,29,1590,0
O=C(NC1CCCCC1)C1CCCN(c2nnnn2-c2ccccc2)C1 (centres undefined),1,-2,2,5,8,-1.2,1,0.9,-26,1765,2
CCn1c(COc2ccc(Cl)c(C)c2)nnc1SCC(=O)N1CCCC1,0.6,5,0,7,20,-1.5,0.8,0.8,-7,1581,9
Cc1cc(C(=O)c2ccc(C(C)(C)C)cc2)c(NC(=O)CCl)s1,1,-17,-2,-1,19,0.13,0.9,0.8,0,1464,0
S=C1NCCOCCOCCOCCNC(=S)N2CCOCCOCCN1CCOCCOCC2,0.9,9,5,-4,26,-0.14,0.9,0.7,-10,1403,2
Cc1cc(NC(=O)CSc2nnnn2-c2ccccc2)no1,0.9,7,5,4,15,0.64,0.9,0.8,11,1628,5
O=C(CSCc1ccc(F)cc1)NCc1cccs1,1,2,-2,4,12,0.26,1,0.9,6,1670,6
CCOC(=O)c1sc(Nc2nc3c(OC)cccc3s2)cc1C,0.8,-50,7,10,22,0.79,0.8,0.8,6,1495,-3
Cc1cc(C)nc(NC(=O)NS(=O)(=O)Nc2ccc(Br)cn2)n1,1,6,2,9,13,0.35,1,0.9,1,1526,-4
COc1ccc(C(=O)/C=C2/c3ccccc3CC(C)(C)N2C)cc1OC,1.2,1,-2,1,1,0.23,1.1,1,3,1671,-1
Cc1ccc(C2=NC(C)(C)NC2=O)cc1,1,-1,0,-2,12,0.7,1,0.9,nt,1446,-7
CC1(C)CC(=O)c2cnc(NCC3CCCO3)nc2C1 (centres undefined),0.9,9,1,2,8,nt,0.9,0.9,4,1413,0
O=C(COC(=O)c1ccc(NS(=O)(=O)c2cccs2)cc1O)NCc1ccccc1,1,2,3,-8,-13,3.6*,1.1,1.1,-4,1690,3
CCCC(=O)c1c(NC(C)C)cc(C)oc1=O,1.1,2,-5,2,-7,nt,1.1,1.1,10,1234,-2
COc1ccc(S(=O)(=O)N(Cc2ccc(OC)c(OC)c2)Cc2ccco2)cc1,0.9,11,10,7,18,nt,1,0.8,19,1599,9
N#C/C(=C/c1ccncc1)c1nc2ccccc2s1,0.9,7,3,-2,15,-3.5*,1.3,0.8,-15,1565,11
COc1ccc(Cl)cc1NS(=O)(=O)c1cc(Cl)ccc1OC,0.9,1,4,6,16,0.08,0.9,0.8,nt,1588,2
CC1CCC/C(=N\NC(=O)COc2ccc(Cl)cc2Cl)C1 (centres undefined),1,7,6,17,-1,nt,1.1,1,nt,1658,17
Oc1c(Br)cc(Br)cc1/C=N/N1CCN(Cc2ccccc2)CC1,1,3,3,-10,15,nt,1.1,0.8,0,1360,2
Cc1nnc(SCC(=O)Nc2c(Cl)cccc2Cl)[nH]c1=O,1,0,-1,1,12,nt,0.9,0.9,-5,1575,2
Cc1ccc(C)c(N(CC(N)=O)S(C)(=O)=O)c1,1,0,1,0,5,nt,1,0.9,4,1520,6
Cc1ccc(C(=O)Oc2ccccc2N2C(=O)C3CCC(C)CC3C2=O)cc1 (centres undefined),0.9,11,-7,-3,18,nt,0.8,0.8,nt,1480,-9
CCC(C)OC1OC(CO)C(O)C(O)C1NC(C)=O (centres undefined),1,3,13,1,7,nt,1,0.9,-1,1620,-5
CCOC(=O)NC(NC(=S)Nc1ccc(OCC)cc1)C(Cl)(Cl)Cl (centres undefined),1,0,-4,-5,7,nt,1,0.9,7,1611,-2

# Carrying on:
SMILES,PMI act hi M6P,G6PDH counter,PPARg SRC1 recr,PPARg SRC-2 ag,Diaphorase inh,ROMK mod,PMI act,Diaphorase act,S1P3 antagonist,SRC2 TRFRET art,PPARg SRC-3 ag
c1ccc(-c2noc(C34CC5CC(CC(C5)C3)C4)n2)nc1,1.1,-15,0,5,-5,0.21,1,1.1,-3,1621,5
CCOC(=O)N1CCN(c2c(N3CC=C(c4ccccc4)CC3)c(=O)c2=O)CC1,0.9,11,-2,-4,12,nt,0.9,0.9,-28,1640,0
Cc1ccc(-c2nc3cc(Br)cnc3nc2-c2ccc(C)cc2)cc1,1.2,-2,6,0,28,0.72,1.3,0.7,2,1687,3
CC(C)N(Cc1nc(-c2ccccc2)no1)C(=O)c1ccc(Br)o1,0.8,8,-4,-2,15,-1.4,0.8,0.8,0,1494,5
Cc1cccc(-c2onc3ccc(C4(C)OCCO4)cc23)c1,1.3,5,14,16,8,-1.6,1.1,0.9,nt,1646,8
O=C(NCc1ccncc1)C1CCCN(S(=O)(=O)Cc2ccccc2)C1 (centres undefined),1,1,2,15,4,nt,1,1,nt,1503,0
N#Cc1ccc(OCC(=O)N/N=C2/CC(c3ccccc3)Oc3ccccc32)cc1 (centres undefined),1.1,-14,-8,-8,2,nt,1.1,1,-7,1457,-2
CCOC(=O)CCc1c(C)c2ccc(OCC)c(C)c2oc1=O,1,8,-4,2,19,nt,1,0.8,nt,1512,1
COc1cccc(OCc2nnc(-c3cccs3)o2)c1,1,-2,0,4,1,-0.45,1.1,1,0,1712,3
COC(=O)CCSc1cc([N+](=O)[O-])cc2c1c(C1OCCS1)nn2-c1ccccc1 (centres undefined),1,3,4,13,18,nt,1,0.8,nt,1619,14
CC(C)/C=C/C(=O)N1CCC(N2CCC(C(=O)N3CCOCC3)CC2)CC1,1,11,1,3,13,0.034,0.9,0.9,-8,1674,2
Cc1nnsc1C(=O)Nc1ccc(Cl)cc1,1,3,2,5,3,nt,1.1,1,nt,1562,-2
O=C(NC1CCCc2ccccc21)C1CCN(C(=O)c2sccc2-n2cccc2)CC1 (centres undefined),1,-7,4,-3,9,nt,0.9,0.9,-28,1567,3
Cc1ccc(-c2csc(Nc3ccc(C(=O)O)cc3)[n+]2Cc2ccccc2)cc1,1,8,-6,-1,-8,0.7,1,1.1,-2,1488,2
CCOP(=O)(c1ccccc1)C(O)c1ccc(Br)cc1 (centres undefined),1,1,9,5,12,0.42,1.1,0.9,6,1639,-1
O=C(OCC(=O)c1ccccc1Cl)c1cnccn1,1.1,2,1,1,6,0.11,1.1,0.9,-14,1502,-2
COCCOC(=O)c1c(C)oc2ccc(OC(=O)COc3c(F)c(F)c(F)c(F)c3F)cc12,0.8,-6,-5,-8,24,-0.0068,0.7,0.8,nt,1535,-3
COc1ccc(CNC2CCCCC2)cc1,1,7,-7,-4,7,0.25,1,0.9,0,1505,4
COC(=O)C1CCN(C(=O)CCC2CCCCC2)CC1,1,15,0,-2,3,-1.1,1,1,nt,1533,7
O=C(CSCc1nc2ccccc2[nH]1)Nc1ccc(Oc2ccccc2)cc1,0.9,-14,-2,1,19,-2.2,0.8,0.8,-8,1559,3
Cc1ccc2cc(CN(Cc3ccco3)C(=O)c3cccs3)c(=O)[nH]c2c1,1,-19,5,15,12,0.52,0.9,0.9,-11,1689,1
COC(=O)c1c(C(=O)OC)c(-c2ccccc2)n2c1CCC2,1,-2,-5,5,0,-1.2,1,1,nt,1671,5
Cc1ccc(C2CC(=O)c3cnc(NC(=O)c4ccco4)nc3C2)cc1 (centres undefined),1,7,5,10,-1,nt,1,1,-7,1606,-1
Cc1nc(NCc2ccccc2)[nH]c(=O)c1CCC(C)C,0.9,37,-4,4,4,0.047,0.8,1,7,1585,5
N=c1n(Cc2ccccc2)c2ccccc2n1CC(O)c1ccco1 (centres undefined),1.1,12,2,8,4,-2.5*,1.1,1,-13,1591,10

# Copied from the list.
# `Cc1ccc(C)c(N(CC(N)=O)S(C)(=O)=O)c1` – PPARg SRC-3 ag: 6
# `CCOC(=O)N1CCN(c2c(N3CC=C(c4ccccc4)CC3)c(=O)c2=O)CC1` – PMI act hi M6P: 0.9
# `CCC(C)OC1OC(CO)C(O)C(O)C1NC(C)=O` (centres undefined) – PMI act hi M6P: 1
# `c1ccc(-c2noc(C34CC5CC(CC(C5)C3)C4)n2)nc1` – PPARg SRC-3 ag: 5
# `CCOC(=O)CCc1c(C)c2ccc(OCC)c(C)c2oc1=O` – Diaphorase act: 0.8

# Two entries from above, with bars between the fields.
mol | PMI act hi M6P | G6PDH counter | PPARg SRC1 recr | PPARg SRC-2 ag | Diaphorase inh | ROMK mod | PMI act | Diaphorase act | S1P3 antagonist | SRC2 TRFRET art | PPARg SRC-3 ag
Cc1cccc(-c2onc3ccc(C4(C)OCCO4)cc23)c1 | 1.3 | 5 | 14 | 16 | 8 | -1.6 | 1.1 | 0.9 | nt | 1646 | 8
O=C(NCc1ccncc1)C1CCCN(S(=O)(=O)Cc2ccccc2)C1 (centres undefined) | 1 | 1 | 2 | 15 | 4 | nt | 1 | 1 | nt | 1503 | 0

# More results:
SMILES,PMI act hi M6P,G6PDH counter,PPARg SRC1 recr,PPARg SRC-2 ag,Diaphorase inh,ROMK mod,PMI act,Diaphorase act,S1P3 antagonist,SRC2 TRFRET art,PPARg SRC-3 ag
Cc1nc(N2CCOCC2)c(C#N)c(C)c1Br,0.9,2,3,12,16,-1,0.9,0.8,nt,1546,-4
C/C(=N\Nc1ncc(Cl)cc1Cl)c1ccc2c(c1)OCO2,0.9,4,1,0,9,1,1,0.9,-2,1708,-2
O=C(NNS(=O)(=O)c1ccc(Cl)cc1)c1cnn(-c2ccccc2)c1-n1cccc1,0.9,9,-2,-2,13,nt,0.9,0.9,nt,1500,11
Cc1ccccc1NC1=NC(=S)N(c2ccccc2)C12CCCCC2,1,2,-3,5,1,0.97,1.1,1,-3,1533,2
CCOc1ccc(C(=O)N/N=C/c2cc([N+](=O)[O-])cs2)cc1,1.1,0,2,2,-2,nt,1.1,1,-2,1534,3
CCn1c(-c2cccnc2Cl)nc2ccccc21,0.9,-20,1,-3,3,nt,0.9,1,nt,1524,-1
Nc1cc2ccccc2oc1=O,1,-2,5,7,12,nt,1,0.9,nt,1668,13
CN(C)S(=O)(=O)c1ccc(N2CCOCC2)c(C(=O)O)c1,0.9,2,1,9,7,-0.028,1,0.9,nt,1632,4
O=C(Nc1nc2ccccc2[nH]1)C1CC1,1,2,-2,-6,5,0.76,1,0.9,7,1376,-1
COc1ccc(CCNC(=O)CSc2ccccc2)cc1OC,1,-2,4,7,5,0.36,1,0.9,-6,1616,6
CCCCCCOC(=O)C(C#N)c1nc2ccccc2nc1N1CCCCC1 (centres undefined),1,-8,-5,6,1,nt,0.9,1,-8,1419,7
CCCCNc1nnc(SCC(=O)c2c[nH]c3ccccc23)s1,1,6,5,-3,12,-0.83,1,0.9,3,1550,2
